# Screens as filed in PubChem BioAssay.
# Cdc42 wt: modulators (inhibitors or activators) of GTP binding to human Cdc42 wildtype; 190,000 tested, 0.2% active; percent activity (GTP binding), % at 10 µM; P60953; GST-Cdc42 beads, Bodipy-GTP binding, flow cytometry; actives lie on both sides;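 active means percent activity GTP binding at least 20 points away from the 100% baseline, either down as inhibitor or up as activator; inconclusive means compound flagged as likely green fluorescent from well-wide comparison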;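 further: median bead fluorescence of bound Bodipy-FL-GTP at 100 nM; 0% = excess unlabeled GTP control and 100% = no compound control; below 100% means less GTP binding so inhibitor and above means activator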
# Target sequence (P60953 whole entry, looked up): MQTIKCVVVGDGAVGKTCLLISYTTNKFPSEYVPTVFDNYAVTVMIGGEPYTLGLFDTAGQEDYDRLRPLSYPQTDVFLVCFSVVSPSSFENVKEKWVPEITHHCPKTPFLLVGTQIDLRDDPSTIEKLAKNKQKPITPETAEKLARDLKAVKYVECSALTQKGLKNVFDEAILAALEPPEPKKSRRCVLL
# Mcl1-Noxa inh: disrupts binding of human Mcl-1 to Noxa peptide; Q07820; TR-FRET Mcl-1/Noxa peptide binding, 2 h; inhibition, % at 21.7 µM; 220,000 tested, 1.5% active; AID 1022;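 active means compounds that cut the protein-peptide binding signal by more than 50% relative to plate controls in a single-dose test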;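 further: His-tagged Mcl-1 with rhodamine Noxa BH3 peptide and terbium anti-His antibody; 0% = Mcl-1 plus Noxa peptide wells and 100% = peptide-only wells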
# Target sequence (Q07820 whole entry, looked up): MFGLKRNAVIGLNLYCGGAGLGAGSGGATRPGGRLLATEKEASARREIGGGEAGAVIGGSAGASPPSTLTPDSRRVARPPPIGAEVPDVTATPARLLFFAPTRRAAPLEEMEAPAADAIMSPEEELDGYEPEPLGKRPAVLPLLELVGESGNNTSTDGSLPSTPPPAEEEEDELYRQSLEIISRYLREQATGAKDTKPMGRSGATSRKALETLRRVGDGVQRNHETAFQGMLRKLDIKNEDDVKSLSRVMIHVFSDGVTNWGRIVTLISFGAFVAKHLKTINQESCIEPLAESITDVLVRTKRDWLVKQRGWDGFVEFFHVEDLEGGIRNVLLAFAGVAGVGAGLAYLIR
# Rab2A wt mod: changes GTP binding to wildtype dog Rab2A, up or down. P61105. GST-Rab2 wt beads, Bodipy-GTP binding, flow cytometry. GTP binding activity, % at 10 µM. 190,000 tested, 0.19% active. AID 760;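 active means GTP binding activity at least 20 points away from 100%, either lowered or raised; inconclusive means signal likely due to the compound's own green fluorescence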;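 further: 0% = beads with excess unlabeled GTP and 100% = no-compound control corrected for plate trend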
# Rac1 mut GTP: modulators of GTP binding to human Rac1 activated mutant; P63000; AID 764; percent activity (GTP binding), % at 10 µM; GST-Rac1 activated beads, fluorescent GTP binding, flow cytometry; actives lie on both sides; 100% means binding = to untreated wells; 190,000 tested, 0.11% active;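 active means GTP binding at least 20 percentage points away from the 100% baseline, in either direction, so actives lie on both sides; inconclusive means Compound likely fluorescent itself, or too few beads counted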
# Bim-Mcl-1: human Bim-Mcl-1 interaction inhibition; Q07820; Bead-based flow cytometry, Bim peptide-Mcl-1 binding; inhibition, % at 10 µM; 190,000 tested, 0.1% active; AID 1009; in the data active means inhibition above about 40%;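 further: 0% = no compound tracer wells and 100% = peptide blocker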
# Rab7 wt GTP bind: alters GTP binding to wildtype dog Rab7; GST-Rab7 beads, fluorescent GTP binding, flow cytometry; actives lie on both sides; untreated = 100%, excess cold GTP = 0%; GTP binding activity (percent of control), % at 10 µM; 190,000 tested, 0.055% active; AID 758;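 active means fluorescent GTP binding to Rab7 beads changed by at least 20 points from the 100% baseline, either direction, mostly lower; inconclusive means compound itself probably fluorescent, or too few beads counted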;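 further: median green fluorescence of bound Bodipy-FL-GTP per Rab7 bead population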
# Pf gamet viab: P. falciparum stage V gametocyte viability inhibition; P. falciparum stage V gametocytes, ATP luminescence, 24 h; inhibition, % at 10.9 µM; 150,000 tested, 0.065% active; AID 743093;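 active means inhibition above the mean plus 3 SD of compounds within the control limits, set per campaign, cut at about 38% in these data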;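 further: 0% = DMSO wells and 100% = medium only without gametocytes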
# Mcl1-Bid inh: Mcl-1/Bid interaction inhibition. Q07820. TR-FRET Mcl-1/Bid-Dy647 peptide binding, 1536-well. inhibition, % at 21.7 µM. 220,000 tested, 0.97% active. AID 1021;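 active means compounds that cut the binding signal by more than half at the single screening dose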;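 further: His-tagged Mcl-1 with europium anti-His antibody binding Bid BH3 peptide; 0% = Mcl-1 plus peptide wells and 100% = peptide-only wells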
# Rac1 wt GTP bind: human Rac1 wildtype GTP binding, inhibitors and activators; GST-Rac1 beads, fluorescent GTP binding, flow cytometry; actives lie on both sides; 0 = cold GTP competed, 100 = untreated; 190,000 tested, 0.27% active; AID 757; P63000; GTP binding activity (% of control), % at 10 µM;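 active means GTP binding activity at least 20 points away from the 100% control level, either lower or higher; inconclusive means compound flagged as likely green fluorescent, judged across all proteins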
# HRas wt GTP: human HRas wildtype GTP binding, change in either direction | AID 759 | 190,000 tested, 0.14% active | GTP binding activity, % at 10 µM | GST-Ras wt beads, Bodipy-FL-GTP binding, flow cytometry; actives lie on both sides;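 active means GTP binding activity at least 20% away from the 100% baseline, either lowered as inhibitor or raised as activator; inconclusive means flagged as likely green fluorescent, judged across all proteins in the well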;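 further: 0% = unlabeled GTP competition control and 100% = no-compound control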
# Target sequence (P01112 whole entry, looked up): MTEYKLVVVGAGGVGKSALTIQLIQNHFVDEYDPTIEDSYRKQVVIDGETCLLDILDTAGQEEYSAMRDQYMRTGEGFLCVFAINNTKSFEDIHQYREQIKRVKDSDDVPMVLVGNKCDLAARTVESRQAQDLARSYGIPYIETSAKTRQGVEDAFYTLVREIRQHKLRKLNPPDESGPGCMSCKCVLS
# Avidin fluor: avidin bead compound fluorescence profile; Avidin beads, compound fluorescence 488/530 nm, flow cytometry; hits give high values; fluorescence (KMESF) at 10 µM; 220,000 tested, 0.38% active; AID 1775; in the data active means fluorescence above about 47; further: inactives centre near 10
# An asterisk follows results filed as active; ? = inconclusive; nt = not tested or not shown. This is a random part of the collection. About 2.7% of those tested had a hit in this group.
SMILES,Cdc42 wt,Mcl1-Noxa inh,Rab2A wt mod,Rac1 mut GTP,Bim-Mcl-1,Rab7 wt GTP bind,Pf gamet viab,Mcl1-Bid inh,Rac1 wt GTP bind,HRas wt GTP,Avidin fluor
O=C(CSc1nnc2scc(-c3ccccc3)n12)c1ccc2c(c1)OCCO2,101,-4,99,98,1,99,nt,-23,101,101,6
Cc1cc(NC(=O)CSc2nnc(COc3cccc(C)c3C)n2Cc2ccco2)no1,98,12,98,96,0,97,nt,-3,98,98,6
CCOc1ccc(CC(=N)C2=C(O)CC(C)(C)CC2=O)cc1OCC,101,3,103,104,1,102,-6,-15,106,103,12
CCCS(=O)(=O)N1CCCC(C(=O)NCCN2CCOCC2)C1 (centres undefined),101,nt,102,98,14,97,nt,nt,100,101,9
CC1(C(=O)NCC2CCCO2)Oc2cccnc2NC1=O (centres undefined),91,-17,95,90,-4,98,7,-6,91,91,3
COC(=O)c1c(NC(=O)CCCC(=O)O)sc2c1CCC2,99,25,105,94,-1,106,nt,-66,96,103,17
CCCNC(=O)Cn1c(-c2ccc(F)cc2)cc(C(=O)OCC)c1C,103,-6,102,98,-1,95,nt,-14,100,99,8
CCC(=O)Nc1cc(-c2cc3ccccc3oc2=O)ccc1OC,102,-10,97,95,0,96,nt,-30,99,93,9
O=C(COC(=O)Cc1ccccc1F)Nc1cccc(F)c1,96,-19,96,95,0,97,13,-2,98,97,6
Cc1nonc1OCCN1CCN(c2ccccc2[N+](=O)[O-])CC1,98,-14,98,97,-1,107,17,3,99,98,11
CC(C)(C)c1cc(CSC(=S)NC2CCS(=O)(=O)C2)c(Br)c(C(C)(C)C)c1 (centres undefined),95,14,92,95,-1,98,-4,-31,96,97,10
O=C(NCCC1=CCCCC1)Nc1ccc2nsnc2c1,97,-9,99,96,0,93,nt,-25,100,96,nt
COc1c(Cl)cc(Cl)cc1CNCCNCCO,100,35,97,97,1,98,5,14,98,99,35
COc1cccc(N2C(=O)CC(N3CCN(S(=O)(=O)c4ccccc4)CC3)C2=O)c1 (centres undefined),103,-5,101,99,1,102,nt,-14,104,103,9
Cc1cccc(C(=O)NC(=S)Nc2ccc(S(=O)(=O)N3CCN(C)CC3)cc2)c1,100,28,100,99,0,100,-4,-28,103,100,11
O=S(=O)(NCCCN1CCN(c2ccccc2F)CC1)c1cccc2cccnc12,100,21,99,96,-2,96,nt,10,103,99,6
Cc1ccc(C)c(N(CC(=O)NC2CCCC2)C(=O)c2cc3cc4cc(C)ccc4nc3s2)c1,93,19,96,95,0,94,-3,-15,96,96,5
COc1ccc2nc(Nc3nc(CSc4ccc(C)cc4)cc(=O)[nH]3)nc(C)c2c1,97,9,98,95,-6,109,-9,9,98,98,7
S=c1[nH]nc(C23CC4CC(CC(C4)C2)C3)n1Cc1ccco1,101,2,98,100,-7,99,nt,-29,107,100,11
CCC(C(=O)NC(C)CCc1ccco1)n1nc(C)n2c(cc3occc32)c1=O (centres undefined),101,-7,99,101,-6,99,nt,-21,101,100,18
CCOC(=O)c1cc(-c2ccccc2)sc1NC(=O)C(C)(C)C,96,9,94,96,0,99,nt,-2,92,96,8
Nc1c(C(=O)c2ccc(F)cc2)oc2ccccc12,103,4,98,99,-1,98,-5,-72,103,100,4
Cc1nnc(SCC(=O)N(C)CC(=O)Nc2ccc(F)cc2)n1Cc1ccccc1,96,9,97,97,0,92,20,-13,97,95,10
C=CCSC1=C(C#N)C(c2ccccc2OCC)C(C#N)C(=O)N1 (centres undefined),106,13,102,101,0,97,nt,10,108,103,24
CCCc1nc(N)sc1C(=O)OCC,92,-13,93,94,-1,97,20,-1,91,95,12
O=C(COc1cccc(F)c1)Nc1ccc2[nH]c(=O)[nH]c2c1,94,-5,97,94,2,103,23,-43,93,98,22
Fc1ccc(NC(=S)Nc2ccc(F)c(Cl)c2)cc1Cl,105,14,103,101,-3,102,nt,-20,108,103,24
Cc1ccc(NC(NC(=O)c2ccccc2[N+](=O)[O-])C(Cl)(Cl)Cl)cc1 (centres undefined),99,1,101,99,3,104,nt,-11,101,102,11
CCOc1ccc(N=c2cc(-c3ccc(OC)cc3)oc3ccccc23)cc1,100,-1,97,97,-3,99,16,-5,101,97,6
O=C(NCc1cccs1)C(=O)c1c[nH]c2ccccc12,98,10,96,95,-4,99,-12,4,93,96,16
CSc1cccc(NC(=O)C2CCCN2S(=O)(=O)c2ccc3c(c2)CCC(=O)N3)c1 (centres undefined),105,1,101,101,1,99,7,-33,109,103,7
OCC1CCCCN1C(=S)Nc1cccc(Cl)c1 (centres undefined),98,2,96,94,-2,99,-12,-31,93,93,8
COc1ccc(C)cc1S(=O)(=O)N1CCCCC1,101,0,102,99,-1,101,-7,-14,106,101,38
CCc1ccc(NC(=O)CSc2nnc(CC)c(CC)n2)cc1,102,9,98,98,0,95,14,13,103,100,8
O=S(=O)(Nc1cccnc1Cl)c1ccc2c(c1)OCCO2,97,-1,97,95,0,98,nt,0,98,97,3
CCOc1ncccc1C(=O)OCC(=O)c1ccc(OC)c(OC)c1,98,12,98,96,0,104,nt,-32,101,99,8
Cc1cc(NCC(C)C)n2ncnc2n1,99,4,100,100,-7,99,-124,-9,104,101,1
COC(=O)C1(C#N)C(c2ccccc2)C1(C(=O)OC)C(=O)OC (centres undefined),96,-10,94,96,3,94,nt,-2,97,95,14
CCOCCNC(=O)c1ccc2c3c(cccc13)CC2,99,11,98,96,0,102,-24,8,99,100,7
c1ccc2c(c1)oc1c(Nc3ccc4c(c3)OCCO4)ncnc12,99,23,99,98,2,98,nt,12,100,100,8
CCN(CC)C(=O)CSc1nnc(-c2ccc(S(=O)(=O)N3CCCC3)cc2)o1,108,-13,106,106,2,108,-3,-35,108,107,6
Cc1nnc(NC(=O)CSc2nnc(-c3ccc(S(=O)(=O)N4CCCC4)cc3)n2C)s1,103,1,101,98,-5,98,-34,-14,106,100,32
CC(C)(C=O)C1=CC(=O)c2ccccc2C1=O,102,85*,100,102,-2,98,21,20,108,102,7
COc1ccc(Cn2cnc3c(NS(C)(=O)=O)c(C)c(C)cc32)cc1,105,-8,105,99,-6,102,-26,-9,106,105,5
CCC1Oc2nc(SC)nnc2-c2ccccc2N1C(=O)c1ccccc1 (centres undefined),107,22,103,102,-4,102,nt,-14,106,101,17
COc1ccc(CCNC(=S)NCc2ccc(Cl)c(Cl)c2)cc1OC,?,15,?,?,1,?,17,-15,?,?,9
CCC(Oc1ccccc1)C(=O)Nc1ccsc1C(=O)OC (centres undefined),96,2,98,98,-6,93,6,-16,102,99,5
O=C(c1ccco1)N1CCN(C(=O)C2CCCc3c2[nH]c2ccc(Cl)cc32)CC1 (centres undefined),101,-2,98,99,-4,100,nt,15,102,99,13
COc1ccc(Oc2ncnc3sccc23)cc1,97,-7,94,96,1,96,15,-5,102,97,12
O=C(COC(=O)c1ccc(Cl)c(Cl)c1)Nc1cccnc1Cl,99,18,101,102,-3,98,-11,-8,100,99,1
Cc1nc2cc(C(=O)OCC(=O)NC(C)C(C)C)ccc2n1-c1ccccc1 (centres undefined),104,9,101,97,0,100,20,6,103,102,4
CC#CCCCC(=O)Nc1cccc(C(=O)O)c1,104,11,104,98,-2,107,23,-8,103,103,10
Cc1ccc(Nc2nc(N)nc(CSC(=S)N3CCOCC3)n2)cc1,?,11,?,?,-5,?,0,-55,?,?,7
COC(=O)C1(C(=O)OC)NOC2C(=O)N(c3ccccc3)C(=O)C21 (centres undefined),103,4,100,97,-4,97,-9,0,99,100,10
COc1ccccc1CC(NC(C)=O)C(=O)N1CCN(C(=O)Nc2ccccc2Cl)CC1 (centres undefined),111,-3,nt,nt,-1,nt,nt,-16,nt,nt,38
O=C(c1cn(-c2ccccc2)nc1-c1ccc(Cl)cc1)N1CCOCC1,99,-19,99,101,-4,98,3,-1,101,99,6
O=S(=O)(c1ccccc1)N1CCN(C(=S)NCc2ccccc2)CC1,98,7,98,96,2,101,-2,-39,98,98,11
O=C(C1CN(S(=O)(=O)c2ccccc2)CCN1S(=O)(=O)c1ccccc1)N1CCCCCC1 (centres undefined),101,7,102,97,0,102,nt,6,100,101,7
C=CC[C@H]1CC(Cc2ccccc2)=C[C@H](CC=C)N1,100,23,98,99,-4,100,1,-35,105,101,12
CC(=O)Nc1cccc(/C(C)=N\NC(=O)c2ccc(Cn3nc([N+](=O)[O-])c(Cl)c3C)o2)c1,99,-2,99,100,0,101,-4,-18,99,98,2

# The results go on.
SMILES,Cdc42 wt,Mcl1-Noxa inh,Rab2A wt mod,Rac1 mut GTP,Bim-Mcl-1,Rab7 wt GTP bind,Pf gamet viab,Mcl1-Bid inh,Rac1 wt GTP bind,HRas wt GTP,Avidin fluor
COc1ccc(NC(=O)c2ccc(-n3nc(C)c[n+]3[O-])cc2)cc1,102,6,100,97,1,100,-7,-1,100,100,8
COc1ccccc1C(=O)n1nc(-c2ccccc2)nc1N,104,21,101,99,0,102,nt,-9,106,99,7
OC(COCc1cccs1)CN1CCN(c2ccccc2Cl)CC1 (centres undefined),102,21,100,101,-1,97,-4,-1,100,98,13
CCOC(=O)c1cc(CC)sc1NC(=O)CCC(=O)O,101,1,100,98,1,98,0,-18,104,101,8
O=S(=O)(Nc1ccc2c(c1)OCO2)c1ccccc1,106,-15,101,100,-3,102,6,-34,106,105,30
CC(=O)Oc1ccc(NC(=O)CCC2CCCCC2)c(C(=O)O)c1,98,-10,99,99,0,100,nt,-4,102,97,4
COc1ccc(Cc2nc(-c3ccccn3)no2)cc1,103,-9,101,101,-6,102,nt,7,106,100,13
CCOC(=O)c1ccc(NC(=O)c2nn(C)cc2Br)cc1,102,-9,101,100,-2,97,nt,-22,101,101,8
O=C(O)c1cc2nc(-c3ccc(F)cc3)cc(C(F)(F)F)n2n1,?,30,?,?,0,?,-9,4,?,?,13
Cc1cnc(NC(=O)C2CCCC2)s1,98,8,99,97,3,99,nt,-20,101,99,9
CC(=O)Nc1ccc(N2CCN(C(C)=O)CC2)cc1,97,11,95,95,2,94,-7,-83,97,98,9
COC(=O)c1ccccc1NC(=O)CCc1ccccc1,101,15,99,98,-4,95,20,-5,104,101,2
